TEAD-YAP block – TEAD-YAP interaction inhibition | AID 1259422 | HEK-TIYL cells, TEAD-Gal4/YAP UAS-luciferase luminescence | hit rate 1.4% among 640,000 | inhibition, % at 9.12 µM; in the data active = inhibition above about 32%;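 note: 0% = median of test compound wells and 100% = reference inhibitor wells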
FBW7 act – activators of human E3 ligase FBW7; hit rate 0.13% among 650,000; Q969H0; AlphaScreen FBW7–phospho-cyclin E peptide binding, activator screen; normalized activity (activation), % at 26.1 µM; in the data active = normalized activity above about 1.9%;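 note: purified mutant Fbw7 with reduced substrate affinity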
Target sequence (Q969H0 whole entry, looked up): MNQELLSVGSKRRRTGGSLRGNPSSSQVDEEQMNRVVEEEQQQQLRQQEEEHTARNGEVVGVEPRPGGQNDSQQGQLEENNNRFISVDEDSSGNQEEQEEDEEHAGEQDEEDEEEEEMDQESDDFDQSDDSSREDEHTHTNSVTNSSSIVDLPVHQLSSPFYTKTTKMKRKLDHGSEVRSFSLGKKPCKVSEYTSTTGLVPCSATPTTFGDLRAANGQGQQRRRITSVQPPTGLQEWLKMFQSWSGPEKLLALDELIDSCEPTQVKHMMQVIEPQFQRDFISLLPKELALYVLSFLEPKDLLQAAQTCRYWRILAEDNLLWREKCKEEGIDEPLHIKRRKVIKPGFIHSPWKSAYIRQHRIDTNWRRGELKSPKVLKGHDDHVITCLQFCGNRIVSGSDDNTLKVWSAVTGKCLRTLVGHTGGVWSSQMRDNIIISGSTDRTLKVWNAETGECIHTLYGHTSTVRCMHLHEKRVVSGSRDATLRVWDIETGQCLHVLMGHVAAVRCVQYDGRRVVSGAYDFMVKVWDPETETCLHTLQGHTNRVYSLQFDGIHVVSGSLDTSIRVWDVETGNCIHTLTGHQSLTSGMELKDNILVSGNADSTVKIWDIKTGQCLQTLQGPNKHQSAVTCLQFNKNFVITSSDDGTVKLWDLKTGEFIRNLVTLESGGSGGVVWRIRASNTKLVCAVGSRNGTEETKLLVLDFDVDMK
GPR151 ag – activators of human GPR151. Q8TDV0. PathHunter beta-arrestin GPR151 cells, luminescence. activation, % at 11.2 µM. hit rate 1% among 650,000. AID 1508602; in the data active = activation above about 4.9%;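 note: 0% = median of compound wells and 100% = cells with positive control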
Target sequence (Q8TDV0 whole entry, looked up): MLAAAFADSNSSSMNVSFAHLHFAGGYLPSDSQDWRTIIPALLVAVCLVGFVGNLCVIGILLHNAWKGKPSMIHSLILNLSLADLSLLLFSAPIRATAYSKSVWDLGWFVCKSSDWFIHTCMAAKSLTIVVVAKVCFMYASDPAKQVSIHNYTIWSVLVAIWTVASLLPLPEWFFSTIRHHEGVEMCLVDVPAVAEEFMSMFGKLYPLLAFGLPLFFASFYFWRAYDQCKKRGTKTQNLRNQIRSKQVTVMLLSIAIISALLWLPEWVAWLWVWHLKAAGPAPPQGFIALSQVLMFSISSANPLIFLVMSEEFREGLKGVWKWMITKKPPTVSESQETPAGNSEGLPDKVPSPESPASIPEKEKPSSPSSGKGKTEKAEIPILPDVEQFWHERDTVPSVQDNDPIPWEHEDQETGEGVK
MITF inh – inhibitors of human MITF; hit rate 0.91% among 650,000; AlphaScreen MITF homodimerization, bead proximity signal; O75030; AID 1259374; inhibition, % at 2.6 µM; in the data active = inhibition above about 50%;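 note: 0% = vehicle wells with protein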
The depositor's hits bear a star; & = joins results of further samples.

SMILES	TEAD-YAP block	FBW7 act	GPR151 ag	MITF inh
CC1(C(=O)NC2CCCCCC2)Cc2ccccc2C(=O)N1CCN1CCOCC1 (configuration not stated)	3	-0.1	-1.9	5
O/N=C1\CCCc2c1nc(-c1cccc(Cl)c1)n2O	-8	0.1	1.9	-1
CCOC(=O)C1(Cc2ccc(OC)cc2)CCN(C(=O)c2csc(C)n2)CC1	-14	0.0	0.1	-18
COc1ccc(CN2CCN3C(=O)[C@H](C)N(C)C(=O)[C@H]3C2)cc1	-24	-0.1	-1.2	-9
CSc1ccc(S(=O)(=O)Nc2ccc(CC#N)cc2)cc1	5	0.1	-0.9	-67
Cc1ccccc1CNC(=O)CSc1ccccc1	-13	-0.1	-0.2	-2
O=C(NCc1cccc(C(F)(F)F)c1)c1cccc(Nc2ccccn2)c1	-5	0.1	1.3	8
CCCNc1ncnc2c1nc(-c1csc3ccccc13)n2C(C)C	-14	-0.2	-0.3	-4
Nc1nc(SCC(=O)Nc2ccccc2Oc2ccccc2)n[nH]1	-10	0.0	-1.7	12
O=C1COc2ccc(C(=O)COC(=O)c3c(F)cccc3F)cc2N1	-3	0.0	-1.1	14
NC(=O)c1nnn2c1nc(N)c1ccccc12	-10	-0.1	-0.8	3
COc1cc(CN2CCCCC2)cc(OC)c1OC	-2	-0.1	1.3	-12
COC(=O)C1=C(C)N=C2SCCC(=O)N2C1c1ccccc1Br (configuration not stated)	0	-0.2	0.4	4
CC(C)C(c1nnnn1C1CCCC1)N(Cc1cccnc1)Cc1ccco1 (configuration not stated)	0	0.0	1.5	2
CCOc1ccccc1-n1c(=S)sc2c(=O)n(-c3ccccc3F)c(SCc3cccnc3)nc21	17	-0.2	1.3	-10
COc1ccc(C(C)=O)cc1COC(=O)/C=C/c1ccc2c(c1)OCO2	2	-0.1	2.4	7
COc1ccccc1-n1c(SCc2cccc(F)c2)nc2c(sc(=S)n2-c2ccccc2C)c1=O	13	0.3	-0.7	20
O=C(Nc1cccc(Cn2cc(Cl)cn2)c1)Nc1ccc(F)cc1F	-8	0.5	1.1	4
Nc1nc2ccc([N+](=O)[O-])cc2c(=O)[nH]1	3	-0.4	0.0	-1
O=C(/C=C/c1ccc(Br)o1)Nc1ccc(I)cc1	-19	-0.1	0.5	-6
CCn1nc(C)c(Oc2ccccc2O)c1C	-3	-0.2	-0.2	-11
COc1ccc(CN2CCN(Cc3csc(C)c3)CC2)c(OC)c1OC	-5	0.0	0.4	3
CCOC(=O)CCc1c(C)c2ccc(OCC(N)=O)c(C)c2oc1=O	5	0.1	0.9	-2
O=C1CCCN1c1nc(-c2ccc(-c3ccccc3)cc2)cs1	-12	0.0	-0.7	1
CCOC(=O)C1=C(C)N=c2s/c(=C\c3ccc(-c4ccc(C(=O)O)cc4)o3)c(=O)n2C1c1ccc2c(c1)OCO2 (configuration not stated)	-4	-0.2	2.0	6
COc1ccc(CCn2c(SCC(=O)Nc3ccccc3C(F)(F)F)nc3ccsc3c2=O)cc1OC	2	0.0	-1.0	2
CC(C)OCCCNC(=O)C1CC2CCCN2C12C(=O)Nc1ccccc12 (configuration not stated)	-6	0.1	-1.9	-5
COc1cc2c(cc1OC)C(Nc1ccc(Cl)cc1)=NC(C)(C)C2	-5	0.6	0.1	1
CCN(CC)S(=O)(=O)c1ccc(NC(=O)C(C)(C)C)cc1	-10	-0.1	-0.7	0
CN(CC(=O)NCCc1ccc(S(N)(=O)=O)cc1)CC(=O)Nc1ccc(Cl)cc1	-5	0.0	-1.2	3
CS(=O)(=O)N1CCN(C(=O)NC23CC4CC(CC(C4)C2)C3)CC1	-4	-0.1	0.1	17
COc1cc(CN(C(=S)NCC(=O)NCCc2ccc(Cl)cc2)C2CCCC2)cc(OC)c1OC	8	-0.1	0.3	0
Fc1cccc(-c2nc(-c3ccc4c(c3)sc3ccccc34)c(-c3ccccc3)[nH]2)c1	-4	0.1	0.6	12
C#CCN(C)C(C(C)=O)C(C)C (configuration not stated)	-2	0.1	-1.2	13
c1cncc(CNc2nc(Nc3ccc(-n4ccnc4)cc3)nc3c2ncn3C2CCCCC2)c1	0	-0.2	1.5	2
CCOC(=O)NS(=O)(=O)c1ccc(OCC)cc1	2	-0.1	0.6	-3
COc1ccc(/C(O)=C2\C(=O)C(=O)N(c3ccccn3)C2c2cccc(Cl)c2)cc1 (configuration not stated)	-2	0.1	0.0	-3
Cc1nc(N2CCN(c3ccccc3)CC2)nc(N2CCOCC2)c1[N+](=O)[O-]	-1	-0.2	0.1	3
CC1(C)CC(=O)C2=C(C1)OC1=C(C(=O)CC(C)(C)C1)C2c1ccc(-c2nnc(N)s2)cc1	-5	-0.6	2.7	-1
O=C1NN(c2ccc(F)cc2)C(=O)/C1=C\c1ccc(-c2ccccc2)o1	1	0.0	1.5	-14
COc1cc(-c2cnc3c(Nc4ccccc4)nccn23)cc(OC)c1OC	-1	0.0	-0.9	-2
O=C(c1ccc2c(c1)sc1nc(-c3ccccc3)cn12)N1CCCC1	12	1.0	-2.7	-4
CCCN(CCC)C(=O)CNS(=O)(=O)c1cccs1	1	0.1	0.7	7
Nc1cccc(-c2cccc(C(=O)NC3CC3)c2)c1	-11	0.0	3.3	11
COc1ccc(-c2nc(CSCC(=O)NC3CCCCCC3)c(C)o2)cc1OC	3	-0.3	-0.3	-10
CC(C)(C)c1csc2ncc(C(=O)N3CCC4(CC3)OCCO4)c(=O)n12	-10	-0.1	2.5	6
CCOc1ccc(N(CC(=O)NCc2ccccn2)S(=O)(=O)c2ccc(SC)cc2)cc1	0	-0.8	-1.0	14
COc1ccc2nc(NC(=O)c3ccccc3F)sc2c1	-2	0.0	-7.4	10
COC(=O)c1ccc(/C=C(\CC(=O)O)c2nc3ccccc3s2)cc1	2	0.1	0.3	-18
CC(C)(C)c1ccc(C(=O)NCCC(=O)NCC2CCCO2)cc1 (configuration not stated)	-21	0.2	-0.5	5
Cn1cnnc1SCC(=O)Nc1ccc(Oc2ccccc2)cc1	-38	-0.1	1.1	-3
CCOc1ccc(C(C)N=C2NS(=O)(=O)c3ccccc32)cc1OCC (configuration not stated)	0	-0.2	-0.5	3
CCC(C)c1ccc(NC(=O)c2cnccn2)cc1 (configuration not stated)	15	-0.1	-3.1	9
O=C(CN1C(C(=O)c2ccccc2)=C(N2CCOCC2)c2ccccc2S1(=O)=O)c1ccccc1	1	-0.1	0.0	11
Cc1cc(I)ccc1N1C(=O)c2ccc(C(=O)OCC(=O)c3ccccc3)cc2C1=O	8	-0.1	-0.5	8
CC1(C)Oc2ccc(C(=O)N3CCCC3)cc2N(CCc2ccccc2)C1=O	-4	0.2	0.2	8
COC(=O)CCCCc1scc2c1n(C(C)=O)c(=O)n2C(C)=O	4	0.0	0.9	43
CCOC(=O)c1cnc2nc(NCc3ccc(OCC)cc3)[nH]n2c1=O	6	0.8	-0.7	10
Cc1ccc(NC(=O)C2C3C=CC4(O3)C2C(=O)N(CCN(C)Cc2ccccc2)C4C(=O)NC2CCCC(C)C2C)cc1C (configuration not stated)	10	-0.1	-0.2	-7
Cc1cccn2c(=O)c(/C=C(\C#N)S(=O)(=O)c3ccccc3)c(Oc3ccccc3)nc12	1	0.0	1.9	-3

Two compounds drawn at random from the list so far, as already listed:
SMILES	TEAD-YAP block	FBW7 act	GPR151 ag	MITF inh
CC(C)(C)c1ccc(C(=O)NCCC(=O)NCC2CCCO2)cc1 (configuration not stated)	-21	0.2	-0.5	5
Cc1cccn2c(=O)c(/C=C(\C#N)S(=O)(=O)c3ccccc3)c(Oc3ccccc3)nc12	1	0.0	1.9	-3

(listing goes on)
SMILES	TEAD-YAP block	FBW7 act	GPR151 ag	MITF inh
CCOC(=O)C1=C(C)N=c2s/c(=C\c3cc(Br)c(OCc4ccccc4F)c(OC)c3)c(=O)n2C1c1cccs1 (configuration not stated)	8	-0.1	-0.2	8
Cc1cnc(NC(=O)CC(C)c2ccccc2)s1 (configuration not stated)	16	0.0	-1.3	-8
COc1ccc(-c2nc(-c3cccc(C)c3)cc(=O)o2)cc1	-8	-0.2	-0.3	-7
CCC(C)(C)NC(=O)C(c1ccccc1)N(C(=O)c1csnn1)C1CC1 (configuration not stated)	-3	0.1	-0.2	2
Cc1noc(/C=C/N(C)C)c1S(=O)(=O)N1CCC(C)CC1	0	0.0	0.3	-10
Cc1cccc(NCc2ccc(O)c3ncccc23)n1	6	-0.7	-0.2	74*
CCC(=O)Nc1ccc(NC(=S)NC(=O)/C=C/c2ccco2)cc1	-2	-0.1	1.1	12
CSc1ccc(CN2CCC(N3CCCCC3)CC2)cc1	-3	0.0	0.3	13
Nc1c(C(=O)Nc2nccs2)sc2nc(-c3cccs3)cc(C(F)(F)F)c12	-4	0.1	-0.6	13
CS(=O)(=O)c1ccc2nc(NC(=O)c3ccc(Cl)cc3[N+](=O)[O-])sc2c1	1	0.0	0.5	5
CCCCSc1nnc(-c2ccc(NC(=O)CC)cc2)n1C	-9	0.3	-0.3	-17
CCOC(=O)/C(=N\Nc1ccccc1)S(=O)(=O)c1ccccc1	8	0.0	1.7	1

Profiles from above:
CCOC(=O)/C(=N\Nc1ccccc1)S(=O)(=O)c1ccccc1 as listed: TEAD-YAP block = 8; FBW7 act = 0.0; GPR151 ag = 1.7; MITF inh = 1
CCC(=O)Nc1ccc(NC(=S)NC(=O)/C=C/c2ccco2)cc1 as listed: TEAD-YAP block = -2; FBW7 act = -0.1; GPR151 ag = 1.1; MITF inh = 12

The main list resumes; the 4 compounds before the break are reprinted first.
SMILES	TEAD-YAP block	FBW7 act	GPR151 ag	MITF inh
Nc1c(C(=O)Nc2nccs2)sc2nc(-c3cccs3)cc(C(F)(F)F)c12	-4	0.1	-0.6	13
CS(=O)(=O)c1ccc2nc(NC(=O)c3ccc(Cl)cc3[N+](=O)[O-])sc2c1	1	0.0	0.5	5
CCCCSc1nnc(-c2ccc(NC(=O)CC)cc2)n1C	-9	0.3	-0.3	-17
CCOC(=O)/C(=N\Nc1ccccc1)S(=O)(=O)c1ccccc1	8	0.0	1.7	1
O=C(NCc1cc2ccccc2s1)c1ccc(CN2CCCC(O)C2)[nH]c1=O (configuration not stated)	6	-0.1	0.0	0
O=[N+]([O-])c1ccc2c(c1)OC1(CCCC1)O2	10	0.6	0.2	5
CC(C(=O)NCc1cccnc1)N1C(=O)CC(C)(C)Sc2ccccc21 (configuration not stated)	-8	0.1	0.2	-18
CC(C)=CCN1CCc2nnc(C(NS(C)(=O)=O)C(C)C)n2CC1 (configuration not stated)	7	0.0	1.3	2
CCOC(=O)C1=C(C)N=c2s/c(=C\c3ccc(-c4cccc(C(F)(F)F)c4)o3)c(=O)n2C1c1ccc(C(C)C)cc1 (configuration not stated)	-2	0.0	-1.3	-8
Cc1ccc2[nH]c(=O)c(CN(Cc3ccco3)Cc3nnnn3CC3CCCO3)cc2c1 (configuration not stated)	-4	0.0	-0.4	10
COC(=O)C1=C(C)N(CC2CCCO2)C(=O)/C1=C\c1cc(OC)c(OC)c(OC)c1 (configuration not stated)	-2	-0.1	0.6	25
Cc1ccc(CC(=O)Nc2nc3c(s2)CCCC3)cc1	26	0.0	-0.5	-9
CSCCC(NCCC(=O)c1ccc(Cl)cc1)C(=O)O (configuration not stated)	14	0.3	-0.8	2
CCCCOC(=O)C1=C(C)NC2=C(C(=O)CC(C)(C)C2)C1c1cc2c(cc1Cl)OCO2 (configuration not stated)	7	-0.1	0.2	-9
c1ccc2[nH]c(-c3ccncc3)nc2c1	-17	-0.1	-2.9	21
COc1ccc(C)cc1S(=O)(=O)N1CC(C)CC(C)C1 (configuration not stated)	0	0.3	-1.2	9
O=C(CSc1nc2c(sc(=S)n2Cc2ccco2)c(=O)n1-c1ccccc1)NCc1ccco1	-8	-0.1	-0.8	0
Cc1ccc(S(=O)(=O)NC(=O)Nc2cc(Cl)ccc2Cl)cc1	5	0.0	0.9	5
CC1=C(C(=O)Nc2ccccc2)C(c2ccccc2)n2c(s/c(=C/c3ccc4c(c3)OCO4)c2=O)=N1 (configuration not stated)	-2	-0.1	1.1	2
CC(=O)Nc1ccc(/C=C(/C#N)C(=O)NCc2ccco2)cc1	1	0.0	0.3	-1
Cn1c(=O)c(/C=C/c2ccc3ncccc3c2)nc2ccccc21	-5	0.0	0.7	6
CSc1nc2ccc(Br)cc2[nH]1	-12	0.1	-0.9	-4
O=[N+]([O-])c1cc(CN2CCN(C/C=C/c3ccccc3)CC2)ccc1O	4	-0.1	1.1	1
CCn1c(SCC(=O)Nc2ccccc2OC)nc2c(c1=O)SC(C)C2 (configuration not stated)	1	0.7	-0.4	23
O=C(NCc1ccccc1)/C(=C\c1ccccc1F)NC(=O)c1ccc([N+](=O)[O-])cc1	9	0.2	-0.4	14
O=C(NCc1ccccn1)C1(c2cccs2)CCOCC1	5	-0.5	-0.4	13
COc1ccc(C(=O)/C=C/Nc2cccc(Br)c2)cc1OC	-41&-42	-0.1&-0.1	0.2&0.6	3&-1
O=C1CC(NNc2ccccc2)C(=O)N1c1ccc(N2CCCCC2)cc1 (configuration not stated)	-6	-0.1	2.6	19
O=C(O)c1ccc2[nH]c(=O)c(Cc3cccc([N+](=O)[O-])c3)nc2c1	-3	-0.1	0.3	7
COc1ccc(-c2cc(-c3ccccc3)nc3sc(C(=O)c4ccc(Cl)cc4)c(N)c23)cc1	3	0.0	0.9	5
Cc1ccc(Nc2nnc(SCC(=O)N3CC(=O)Nc4ccccc43)s2)c(C)c1	14	-0.1	-0.8	4
COc1ccccc1NC(=O)c1cc(Br)ccc1OC	6	0.1	0.0	-9
Cc1ccc(-c2noc(CN(C(=O)CN3C(=O)c4ccccc4C3=O)C(C)C)n2)cc1	6	0.1	-0.1	5
CCOc1ccc(/C=N/N2C(=O)C3C(C2=O)C2C=CC3C23CC3)cc1OC (configuration not stated)	-20	-0.1	0.5	-8

High-throughput results (PubChem BioAssay)
